From PubChem BioAssay
PPARg SRC2 recr – agonists of PPARg-SRC-2 recruitment, primary screen, biochemical, HTS | Peroxisome proliferator-activated receptor gamma (Homo sapiens), P37231 | activation, % at 8 µM | hit rate 0.34% among 200,000 | PPARgamma LBD-SRC-2 recruitment; in the data active means activation above about 22%;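 further: 0% = vehicle and 100% = reference agonist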
Target sequence (P37231 whole entry, looked up, the tested form may be a part): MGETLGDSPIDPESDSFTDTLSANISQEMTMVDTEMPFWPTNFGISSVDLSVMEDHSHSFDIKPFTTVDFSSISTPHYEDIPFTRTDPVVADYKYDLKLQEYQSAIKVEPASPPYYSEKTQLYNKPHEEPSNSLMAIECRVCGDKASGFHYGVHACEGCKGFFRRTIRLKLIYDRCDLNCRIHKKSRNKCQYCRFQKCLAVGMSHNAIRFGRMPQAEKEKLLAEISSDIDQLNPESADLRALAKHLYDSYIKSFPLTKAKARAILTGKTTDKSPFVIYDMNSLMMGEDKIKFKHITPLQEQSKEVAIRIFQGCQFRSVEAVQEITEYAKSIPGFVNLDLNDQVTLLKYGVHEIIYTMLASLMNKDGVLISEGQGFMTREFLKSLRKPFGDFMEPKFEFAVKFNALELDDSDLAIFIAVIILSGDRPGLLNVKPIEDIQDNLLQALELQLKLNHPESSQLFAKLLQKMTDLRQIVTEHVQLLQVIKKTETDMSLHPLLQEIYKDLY
ROMK primary – ROMK potassium channel modulators, primary screen, cell-based, thallium flux, MLSMR library; ATP-sensitive inward rectifier potassium channel 1 (Homo sapiens), P48048; Tet-inducible ROMK, thallium flux fluorescence; actives lie on both sides; B-score at 10 µM; hit rate 2% among 130,000;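 active means signal ratio slope over the read window, or its plate-corrected B-score, at least 3 SD from the plate mean, either direction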;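 further: B-score of the F/F0 ratio slope over 7 to 12 s after thallium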
bIAP inh – bovine intestinal alkaline phosphatase inhibitors, primary screen, selectivity assay for TNAP inhibitor project, biochemical, bovine IAP, CDP-star luminescence | purified bovine IAP, 30 min | alkaline phosphatase, intestinal [Bos taurus] | 190,000 tested, under 10 active | inhibition, % at 20 µM | AID 1019, 2008;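 active means over 50% inhibition of intestinal alkaline phosphatase at 20 µM in the single-dose screen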
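Assay system – bovine IAP enzyme · Quantity – bovine IAP at 1/65,000,000 final dilution · Detection – CDP-star luminescence signal · Times – 30 min reaction at room temperature · Also added – CDP-star substrate at 30 µM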
PPARg SRC3 recr – PPARgamma agonists recruiting SRC-3 coactivator, primary screen, biochemical; activation, % at 8 µM; Peroxisome proliferator-activated receptor gamma (Homo sapiens), P37231; biochemical PPARgamma/SRC-3 coactivator recruitment assay; hit rate 0.26% among 200,000; in the data active means activation above about 23%;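 further: 0% = DMSO and 100% = reference agonist; some compounds past the cut are filed as inactive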
PPARg SRC-1 ag – PPARgamma agonists recruiting SRC-1 coactivator, primary screen, biochemical; Peroxisome proliferator-activated receptor gamma (Homo sapiens), P37231; PPARgamma-SRC-1 coactivator recruitment biochemical assay; activation, % at 8 µM; hit rate 0.41% among 200,000; AID 631, 2007; in the data active means activation above about 19%;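 further: 0% = DMSO and 100% = reference agonist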
Redox H2O2 prof – compounds producing H2O2 with reducing agent – biochemical, NIH compound library profiling, artefact control for MLSCN library redox annotation, primary screen; DTT-dependent redox cycling H2O2, phenol red/HRP absorbance; 100% = 100 µM peroxide control, 0% = buffer; activation, % at 10 µM; hit rate 0.03% among 200,000; AID 878, 2007;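 active means activation of at least 50% relative to the plate's high and low controls in the primary single-dose screen; inactive means activation below 50%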;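 further: compound incubated with DTT at 0.8 mM final as the reducing agent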
S1P3 antagonist – S1P3 receptor antagonists, primary screen, cell-based; inhibition, % at 4.98 µM; AID 485, 2006; CHO S1P3 NFAT-BLA reporter, FRET fluorescence, antagonist mode; hit rate 0.27% among 170,000; Sphingosine 1-phosphate receptor 3 (Homo sapiens), Q99500;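 active means inhibition above the plate cutoff, the mean inhibition of test wells on that plate plus 3 SD, cut at about 28% in these data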;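 further: cells challenged with S1P at its EC80 of 0.8 µM; blue over green emission ratio from cleaved BLA substrate after 4 h stimulation; 0% = S1P-stimulated wells and 100% = unstimulated DMSO-only wells; some compounds past the cut are filed as inactive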
Target sequence (Q99500 whole entry, looked up): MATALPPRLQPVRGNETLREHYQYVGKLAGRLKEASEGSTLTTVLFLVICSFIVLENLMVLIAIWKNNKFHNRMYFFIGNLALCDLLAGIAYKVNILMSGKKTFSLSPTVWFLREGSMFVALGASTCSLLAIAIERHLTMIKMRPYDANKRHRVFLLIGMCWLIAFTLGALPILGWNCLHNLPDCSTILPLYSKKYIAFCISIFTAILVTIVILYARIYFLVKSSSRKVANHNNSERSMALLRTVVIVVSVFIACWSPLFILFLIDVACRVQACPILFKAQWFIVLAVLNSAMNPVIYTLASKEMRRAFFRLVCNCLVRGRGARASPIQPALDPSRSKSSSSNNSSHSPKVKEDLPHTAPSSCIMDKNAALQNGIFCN
L major viab – Leishmania major promastigote growth inhibition, primary screen; Leishmania major promastigotes, resazurin fluorescence viability; inhibition, % at 10 µM; hit rate 9% among 200,000; AID 1063, 2008; in the data active means inhibition above about 50%;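 further: promastigotes grown with compound for 44 hours at 28 °C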
Efa HMGR inh – inhibitors of E. faecalis class II HMGR, primary screen, biochemical, Enterococcus faecalis; HMG-CoA reductase (Enterococcus faecalis, mvaE); purified E. faecalis HMGR, NADPH absorbance 340 nm kinetic; inhibition, % at 10 µM; hit rate 0.41% among 190,000; AID 1066, 2008;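 active means inhibition above a set limit, the median over all tested compounds plus 3 SD, cut at about 9.5% in these data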;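 further: enzyme runs in reverse so mevalonate oxidation gives rising NADPH absorbance; 0% = complete reaction with DMSO and 100% = background rate lacking mevalonate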
TR-FRET SRC-2 ct – TR-FRET signal artefacts, primary screen, artefact control for PPARgamma SRC-2 agonist project, biochemical. TR-FRET ratio at 8 µM. hit rate 0.4% among 200,000. TR-FRET artefact counter-screen; stronger effect = higher value; in the data active means TR-FRET ratio above about 2000; further: inactives centre near 1500
RAM inhibit – inhibitors of the yeast RAM network, primary screen, dse1pr::URA3 reporter, 5-FOA selection; S. cerevisiae dse1pr::URA3 reporter, 5-FOA growth OD615, 2 d; analog-sensitive cbk1-as2 kinase mutant strain; hit rate 1.8% among 190,000; AID 868, 2007; inhibition, % at 50 µM;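 active means inhibition above a set limit, 3 SD over mean compound inhibition, cut at about 8.4% in these data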;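 further: 0% = DMSO-only wells with no growth and 100% = 10 µM 1-NA-PP1 full growth; inhibition rescues growth on 5-FOA so higher OD means more RAM inhibition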
* hit, by the source's call; / = not tested or not shown.

SMILES	PPARg SRC2 recr	ROMK primary	bIAP inh	PPARg SRC3 recr	PPARg SRC-1 ag	Redox H2O2 prof	S1P3 antagonist	L major viab	Efa HMGR inh	TR-FRET SRC-2 ct	RAM inhibit
Cc1c(N(C(=O)CNC(=O)c2ccccc2)C2(C(=O)NC3CCCC3)CCCCC2)c(=O)n(-c2ccccc2)n1C	1	0.46	-18	4	1	-0.6	-27	-2	5	1532	0.5
Cc1occc1C(=O)Nc1ccc2c(c1)CCC2	5	/	6	-5	-4	3.1	-16	1	-2	1383	-0.4
Clc1ccc(OCCCN2CCCC2)cc1Cl	4	-0.79	8	1	3	0.1	19	91*	-1	1638	0.8
CC(C)(C)C(=O)Nc1ccc(N2CCCC2)cc1	3	/	12	-6	4	-4.6	/	5	-3	1570	1.9
CN1CCN(C(=O)C(C(=O)c2ccc(F)cc2)n2ccccc2=O)CC1 (centres undefined)	0	/	5	14	5	0.2	/	-4	-1	1450	1.2
O=C(CNC(=O)c1ccccc1Cl)N/N=C/c1ccc([N+](=O)[O-])s1	-5	/	13	2	0	0.3	-8	99*	0	1637	1.4
Cc1ccc2[nH]c(=O)c(CN(Cc3ccco3)C(=O)CN3CCCC(C)C3)cc2c1 (centres undefined)	9	-1.2	-9	6	4	-0.5	-5	3	-1	1669	-0.3
O=C(O)c1ccc(-n2nc(C(F)(F)F)c3c2-c2ccoc2CC3)cc1	1	-0.046	1	-15	0	0.9	-17	-1	-3	1380	0.3
CC(C)C[C@H](NC(=O)NCCc1ccc(Cl)cc1)C(=O)O	-1	/	5	-6	-1	0.5	11	-4	1	1271	3.0
CC(C)=C1C2CCC1C1C(=O)N(c3ccc(C)c(C)c3)C(=O)C21 (centres undefined)	-8	0.74	-13	1	-2	0.4	0	50	0	1602	0.9
CCN(CC)S(=O)(=O)c1ccc(N/N=C/c2ccccc2OCC(=O)O)c([N+](=O)[O-])c1	5	1.1	12	0	3	-1.8	-11	-1	1	1636	5.9
O=C(CN(C(=O)c1ccccc1Cl)N1C(=O)CCCC1=O)c1ccc(Cl)cc1	1	-0.52	-7	-1	-2	-0.6	-10	-1	-3	1530	0.5
CC(C)CNC(=O)NC(=O)COc1c(F)c(F)cc(F)c1F	0	/	12	-1	-1	2.0	/	-3	0	1438	-0.9
CC(=O)c1c(C)[nH]c(C(=O)OCc2ccccc2F)c1C	5	0.14	6	1	1	-0.1	4	-2	-2	1663	0.7
COC(=O)C1C(c2ccc(OC)cc2)NC(=O)NC1(O)C(F)(F)Cl (centres undefined)	-2	1.3	4	-1	0	-0.1	-20	13	-9	1599	-1.6
C(=N\N1CCN(c2ccccn2)CC1)/C1=C(N2CCOCC2)C(=C/c2ccccc2)/CC1	5	-0.0031	5	8	7	0.3	5	15	1	1704	-0.2
CCCC(c1nnnn1C(C)(C)CC)N1CCN(C2CCCC2)CC1 (centres undefined)	10	-1.3	-5	3	7	-2.8	-7	20	3	1819	0.8
CCOC(=O)C1=C(c2ccccc2)Nc2nc(C)nn2C1c1cccc(OC)c1OC (centres undefined)	-8	/	9	16	-2	4.0	-14	9	-6	1476	2.6
O=C(NN1C(=O)c2ccccc2NC1c1ccoc1)c1ccccc1 (centres undefined)	12	-0.065	10	-2	-6	-0.2	-1	8	-1	1434	3.2
Cc1noc(C)c1CCC(=O)O	-2	-0.32	-3	2	3	0.1	1	0	-5	1552	0.8
O=C(c1cc([N+](=O)[O-])ccc1Cl)N1CCN(c2ccc(F)cc2)CC1	2	/	-10	3	6	-0.2	-7	-6	-4	1543	0.0
FC(F)Oc1ccc(NC(=S)NCc2ccccc2)cc1	-8	/	13	-2	-2	0.6	-4	14	3	1417	0.1
O=C(CSc1nnc(Cc2cc(=O)[nH]c(=O)[nH]2)n1-c1ccc(F)cc1)NC1CCCC1	-2	/	13	2	-12	0.1	5	-4	2	1441	-0.5
CC(=O)NC1=NN(C(C)=O)C2(S1)C(=O)N(C(C)=O)c1ccc(C)cc12 (centres undefined)	0	-1.2	14	-3	5	-0.2	1	-9	0	1542	0.4
Cc1ccc(C(=O)Nc2nnc(SCC(=O)N3CCCc4ccccc43)s2)cc1	5	/	24	-1	1	0.4	-1	-6	-6	1475	5.5
COc1ccc(/C=N/NC(=O)C(C)n2cnc3ccccc3c2=O)cc1OC (centres undefined)	9	0.16	6	4	7	-0.6	8	-1	-2	1604	1.0
O=S(=O)(Cc1ccc(Cl)cc1)NCC1CCCO1 (centres undefined)	12	-1.2	14	10	0	1.2	-7	-1	-4	1616	0.0
Cc1ccc(C)c(NC(=S)NC(NC(=O)/C=C/c2ccccc2)C(Cl)(Cl)Cl)c1 (centres undefined)	5	0.32	7	3	1	-0.1	/	-8	3	1629	5.5
CN1CCOCCOCCN(C)C(=O)N2CCOCCOCCN(CCOCC2)C1=O	6	0.39	3	-5	1	0.2	/	-1	4	1294	0.1
Cc1cc2c(s1)c1cnn(Cc3ccccc3F)c(=O)c1n2C	-3	-0.35	4	5	0	-0.1	/	1	-2	1691	3.1
NC(=O)c1ccc(Oc2cccc3cccnc23)c([N+](=O)[O-])c1	-1	0.76	6	1	6	0.1	-17	3	-1	1475	0.5
COc1ccc(NS(=O)(=O)c2ccc(N3C(=O)CCC3=O)cc2)cc1	5	0.023	9	-1	-3	0.2	/	-3	-5	1532	0.7
Cc1cc(NC(=O)CSc2nc(C(C)C)nc3ccccc23)no1	5	/	29	-6	7	1.7	/	10	0	1648	-1.2
Cc1ccc(C)c(NC(=O)C2CCCN2/C=C/C(=O)C(F)(F)F)c1 (centres undefined)	0	/	6	-6	3	0.6	-12	-6	-3	1398	0.0
Cc1ccc(C)c(Oc2coc3cc(OC(=O)c4cccs4)ccc3c2=O)c1	10	/	/	-2	9	1.5	/	-8	/	1549	/
CCCOc1cccc(OCC(=O)Nc2nc3ccccc3[nH]2)c1	7	0.96	-1	1	-5	-0.1	-1	0	0	1617	1.7

Pulled by compound from the entries so far:
SMILES	PPARg SRC2 recr	ROMK primary	bIAP inh	PPARg SRC3 recr	PPARg SRC-1 ag	Redox H2O2 prof	S1P3 antagonist	L major viab	Efa HMGR inh	TR-FRET SRC-2 ct	RAM inhibit
CCCOc1cccc(OCC(=O)Nc2nc3ccccc3[nH]2)c1	7	0.96	-1	1	-5	-0.1	-1	0	0	1617	1.7
Cc1cc2c(s1)c1cnn(Cc3ccccc3F)c(=O)c1n2C	-3	-0.35	4	5	0	-0.1	/	1	-2	1691	3.1

Additional results
SMILES	PPARg SRC2 recr	ROMK primary	bIAP inh	PPARg SRC3 recr	PPARg SRC-1 ag	Redox H2O2 prof	S1P3 antagonist	L major viab	Efa HMGR inh	TR-FRET SRC-2 ct	RAM inhibit
c1ccc(-n2cnnc2SCc2cn3ccccc3n2)cc1	5	0.34	2	-1	6	-0.4	/	-9	2	1706	-0.4
CCc1ccc(OCC(=O)NNC(=O)Cc2cccs2)cc1	4	/	15	-1	-1	0.5	-1	-8	4	1676	1.6
O=C(O)c1cccc(NC(=O)c2cn(-c3ccccc3)nc2-c2cc3ccccc3o2)c1	-4	/	37	1	13	0.9	-3	-8	-5	1533	0.3
CCN(CC)c1ccc2cc(-c3nnc(-c4ccc(Br)cc4)o3)c(=O)oc2c1	2	/	/	10	-3	0.5	/	-4	/	1503	/
Clc1ccc(CO/N=C/c2c(-c3ccccc3)nc3n2CCS3)c(Cl)c1	5	/	10	14	8	3.7	/	15	4	1772	11*
CCO/N=C(/c1nonc1N)N1CCN(c2ccc([N+](=O)[O-])cc2)CC1	7	0.11	18	-7	4	-0.1	/	0	-2	1680	6.5
COC(=O)Cc1ccc(NC(=S)NCc2ccccc2Cl)cc1	12	/	9	8	9	0.0	1	4	-10	1632	1.5
Cn1c(=O)c2c(ncn2Cc2ccc(Cl)c(Cl)c2)n(C)c1=O	7	-2.1*	13	-11	3	1.8	/	6	0	1744	2.6
COc1cc(/C=N/O)ccc1OCc1ccc(Cl)cc1	-2	-0.2	4	2	4	-0.5	1	3	-5	1495	3.1
COc1cccc(/C=N/n2c(-c3n[nH]c4c3CCC4)n[nH]c2=S)c1O	14	/	7	3	6	0.1	-25	-9	-4	1598	2.3
COc1ccc(Cl)cc1C(=O)NNC1CC(=O)N(Cc2ccc(Cl)cc2)C1=O (centres undefined)	11	0.064	-5	5	3	-0.2	12	-4	1	1660	0.4
CCN1CCN(C(=O)CN(c2cc(OC)ccc2OC)S(C)(=O)=O)CC1	5	/	1	-6	6	2.0	-61	-6	-4	1691	-0.3
CCC(=O)c1ccc(OCC(=O)N(C)CC(=O)Nc2cccc(F)c2)cc1	0	-1.2	21	3	-2	-0.2	-2	17	1	1611	1.2
O=C(CN1C(=O)C2C3C=CC(C4CC34)C2C1=O)Nc1cccc2ncccc12 (centres undefined)	-10	-0.36	2	-5	0	-0.3	-5	-3	-9	1415	0.8
COc1ccc(/C=N/n2c(C)nnc2C)c(OC)c1OC	-4	0.59	-3	-3	17	-0.9	6	2	-3	1531	-0.1
C/C(=N/NC(=O)CNC(=O)c1cccnc1)c1cccc([N+](=O)[O-])c1	0	0.84	5	1	8	-0.4	-2	4	1	1448	0.4
COc1ccc(-c2nnn(CC(=O)c3ccc4c(c3)OCCO4)n2)cc1OC	-1	/	/	-5	-12	1.1	14	-2	-6	1344	6.0
O=C(N/N=C/c1cn(-c2ccccc2)nc1-c1cc2ccccc2o1)c1ccccc1Br	8	0.91	3	3	-9	0.1	-4	6	-7	1461	5.3
COc1ccc(-c2cc(=O)oc3cc(OCC(=O)c4cccc([N+](=O)[O-])c4)ccc23)cc1	3	/	3	5	9	-0.6	-1	2	3	1651	0.0
Cc1sc2nc(CSCC(=O)Nc3c(Cl)cccc3Cl)[nH]c(=O)c2c1C	-10	/	4	-2	-1	0.2	-12	1	-1	1324	4.6
O=C(O)c1ccc2c3c(cccc13)C(=O)N(OS(=O)(=O)c1ccccc1)C2=O	2	-0.48	-28	1	-3	0.0	-4	-8	-1	1462	1.7
Cc1c(Cl)cccc1NC(=O)CSc1nnc(CCNC(=O)OC(C)(C)C)o1	2	/	-16	1	2	0.0	-12	-4	2	1437	0.1
COc1ccc(-c2nnc(N(C)C(=O)C3CCOC3)s2)cc1 (centres undefined)	0	-0.0091	/	11	-2	1.2	/	4	2	1502	3.6
O=C(CSc1n[nH]c(=O)[nH]c1=O)N/N=C/c1ccccc1O	-9	/	-4	3	8	0.2	7	100*	4	1587	2.5
CC(=NC1CC1)c1c(-c2ccccc2)[nH]n(-c2nc3ccccc3s2)c1=O	2	-0.052	6	-6	3	0.2	/	29	0	1361	7.2
